Assay outcomes deposited in PubChem BioAssay by several laboratories.
SSB-PriA inh: K. pneumoniae PriA-SSBct interaction inhibition | AlphaScreen SSBct-PriA binding, biotinylated peptide | inhibition, % at 33 µM | 430,000 tested, 0.6% active; in the data active means inhibition mostly above about 37%, no sharp cut-off; inactive means mostly below about 20%;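 further: plate controls were negative control peptide for no effect and reference peptide for full effect; strong numbers were not always called active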
CCHF vOTU inh: blocks the CCHF virus ovarian tumor domain protease; CCHFV vOTU protease, Pep-AMC fluorescence; inhibition, % at 11.5 µM; 370,000 tested, 0.55% active; AID 651958; in the data active means inhibition above about 30%; further: 0% = vehicle wells with enzyme and 100% = no enzyme wells
Anthrax LF inh2: anthrax lethal factor protease inhibition; P15917; multiplex microsphere protease cleavage assay, LF; inhibition, % at 10 µM; 360,000 tested, 0.12% active; AID 588501; further: plate controls were buffer without enzyme for full effect and enzyme alone for no effect
Target sequence (P15917 whole entry, looked up): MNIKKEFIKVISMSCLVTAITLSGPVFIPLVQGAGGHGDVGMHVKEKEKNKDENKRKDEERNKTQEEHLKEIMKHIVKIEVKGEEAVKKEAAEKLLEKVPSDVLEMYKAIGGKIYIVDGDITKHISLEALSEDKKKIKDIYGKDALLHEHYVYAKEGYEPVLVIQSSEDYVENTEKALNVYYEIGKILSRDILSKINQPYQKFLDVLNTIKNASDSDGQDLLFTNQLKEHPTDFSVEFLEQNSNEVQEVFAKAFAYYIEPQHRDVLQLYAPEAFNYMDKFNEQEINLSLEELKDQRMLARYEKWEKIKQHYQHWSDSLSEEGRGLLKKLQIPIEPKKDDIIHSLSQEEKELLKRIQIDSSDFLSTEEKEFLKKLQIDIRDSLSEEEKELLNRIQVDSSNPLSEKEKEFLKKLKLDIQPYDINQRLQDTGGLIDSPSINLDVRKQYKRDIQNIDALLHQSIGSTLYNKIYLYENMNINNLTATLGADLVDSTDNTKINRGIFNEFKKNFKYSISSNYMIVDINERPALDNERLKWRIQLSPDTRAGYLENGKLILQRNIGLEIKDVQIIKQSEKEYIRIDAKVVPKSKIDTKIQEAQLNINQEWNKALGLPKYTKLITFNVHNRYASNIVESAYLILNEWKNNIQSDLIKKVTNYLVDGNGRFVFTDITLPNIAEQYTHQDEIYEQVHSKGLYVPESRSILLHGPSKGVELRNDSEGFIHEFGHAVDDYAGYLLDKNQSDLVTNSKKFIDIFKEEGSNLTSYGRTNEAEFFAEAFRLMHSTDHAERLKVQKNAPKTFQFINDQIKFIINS
BoNT-A LC inh2: BoNT A light chain protease inhibition; multiplex microsphere protease substrate cleavage, flow cytometry; inhibition, % at 10 µM; 360,000 tested, 0.17% active; AID 588499; further: plate controls were buffer without enzyme for full effect and enzyme alone for no effect
Rv3671c inh: inhibits the M. tuberculosis serine protease Rv3671c; 320,000 tested, 0.048% active; AID 2606; inhibition, % at 5.96 µM; P9WHR9; in the data active means inhibition above about 38%;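 further: extracellular domain of Rv3671c used as enzyme; 0% = enzyme with DMSO and 100% = no enzyme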
3CLpro inhibitor: SARS-CoV 3CLpro protease inhibition; recombinant SARS-CoV 3CLpro, quenched FRET peptide cleavage; inhibition, % at 6 µM; 290,000 tested, 0.14% active; in the data active means inhibition above about 12%
BoNT F protease: blocks Botulinum neurotoxin F light chain protease | Multiplex microsphere protease cleavage assay, flow cytometry | inhibition, % at 10 µM | 360,000 tested, 0.22% active | AID 588497; in the data active means inhibition above about 35%, passing the limit was not always enough; inconclusive means no clear call, values can overlap the other calls; further: plate controls were buffer without enzyme for full effect and enzyme alone for no effect
VHR inh abs: blocks human VHR1 dual specificity phosphatase | recombinant VHR phosphatase, pNPP absorbance | inhibition, % at 13.3 µM | 290,000 tested, 0.52% active | AID 1654; in the data active means inhibition above about 50%; further: some compounds called inactive have numbers as strong as hits
MazEF act: MazEF (E. coli) toxin RNase activation | P0AE70 | FAM/BHQ RNA-DNA oligo cleavage fluorescence, 5 h | activation, % at 20 µM | 350,000 tested, 0.32% active | AID 504720; in the data active means activation above about 50%
Target sequence (P0AE70 whole entry, looked up): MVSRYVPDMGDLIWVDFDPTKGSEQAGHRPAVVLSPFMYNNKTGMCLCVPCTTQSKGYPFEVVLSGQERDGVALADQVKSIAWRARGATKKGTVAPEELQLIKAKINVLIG
PrPC surface inh: cell surface PrPC inhibition, primary TR-FRET screen; AID 720596; 370,000 tested, 0.43% active; TR-FRET read-out; inhibition, % at 13.8 µM; in the data active means inhibition above about 24%; further: 0% = median of the test wells and 100% = reference compound wells
Starred values were filed as active, the others as inactive; ? = inconclusive; . = not tested or not shown; & = joins results of further samples. Unless noted, no stated cut-off is given here; in the data, active means inhibition above about 30%; inconclusive means no clear call, values can overlap the other calls; inactive means below that.

Compound | Anthrax LF inh2 | PrPC surface inh | SSB-PriA inh | MazEF act | BoNT-A LC inh2 | BoNT F protease | 3CLpro inhibitor | CCHF vOTU inh | VHR inh abs | Rv3671c inh
CCCc1nnc(NC(=O)COC(=O)c2cc(C)nc3ccccc23)s1 | 2 | 4 | -8 | -3 | 0.2 | 1 | 5 | -3 | 3 | -4
COc1ccc(S(=O)(=O)N2CCCCC2)cc1NC(=O)Cc1ccc(Br)cc1 | 1 | 3 | -5 | 3 | -0.2 | -4 | . | 7 | . | .
COc1cccc(C(=O)NNC(=O)Cc2ccc(Cl)cc2)c1 | 1 | -1 | -17 | 2 | 0.2 | -3 | 5 | -6 | -4 | -1
Nc1nnc(/C=C/c2ccccc2Cl)s1 | -3 | -6 | -9 | -6 | -1.0 | 1 | 3 | -12 | 21 | 1
COc1ccc(S(=O)(=O)N2CCOCC2)cc1NC(=O)CSc1nnc(C2CC2)n1N | -5 | 4 | -5 | -2 | -0.5 | 2 | -5 | -11 | 13 | 5
O=C1OC(N2CCN(C(=O)c3ccco3)CC2)c2ccccc21 (centres undefined) | -6 | -1 | -1 | 7 | 0.6 | -8 | -6 | 14 | 18 | 1
C(=C\c1ccccc1)/CN1CCN(C(c2ccccc2)c2nnnn2C2CCCC2)CC1 (centres undefined) | -3 | -12 | . | . | -0.2 | -6 | . | 8 | . | .
COc1ccc(S(=O)(=O)N2CCC(NC(=O)c3cccnc3)CC2)cc1 | 0 | -9 | -11 | 7 | 0.2 | -1 | -4 | 12 | 24 | -8
Cn1c(=O)c2[nH]c(=O)[nH]c2n(C)c1=O | 6 | -1 | -5 | 2 | -0.1 | 5 | . | -4 | . | .
Cc1cc(C)n2nc(C(=O)OCC(=O)Nc3cc(S(=O)(=O)N4CCOCC4)ccc3Cl)nc2n1 | 1 | 3 | -4 | -3 | -0.2 | -7 | . | 0 | . | .

Another view of part of the listing above.
> Cc1cc(C)n2nc(C(=O)OCC(=O)Nc3cc(S(=O)(=O)N4CCOCC4)ccc3Cl)nc2n1
  Anthrax LF inh2: 1	PrPC surface inh: 3	SSB-PriA inh: -4	MazEF act: -3	BoNT-A LC inh2: -0.2	BoNT F protease: -7	3CLpro inhibitor: .	CCHF vOTU inh: 0	VHR inh abs: .	Rv3671c inh: .

> COc1ccc(S(=O)(=O)N2CCOCC2)cc1NC(=O)CSc1nnc(C2CC2)n1N
  Anthrax LF inh2: -5	PrPC surface inh: 4	SSB-PriA inh: -5	MazEF act: -2	BoNT-A LC inh2: -0.5	BoNT F protease: 2	3CLpro inhibitor: -5	CCHF vOTU inh: -11	VHR inh abs: 13	Rv3671c inh: 5

> CCCc1nnc(NC(=O)COC(=O)c2cc(C)nc3ccccc23)s1
  Anthrax LF inh2: 2	PrPC surface inh: 4	SSB-PriA inh: -8	MazEF act: -3	BoNT-A LC inh2: 0.2	BoNT F protease: 1	3CLpro inhibitor: 5	CCHF vOTU inh: -3	VHR inh abs: 3	Rv3671c inh: -4

Next results.
Compound | Anthrax LF inh2 | PrPC surface inh | SSB-PriA inh | MazEF act | BoNT-A LC inh2 | BoNT F protease | 3CLpro inhibitor | CCHF vOTU inh | VHR inh abs | Rv3671c inh
CC1Cn2c(CCc3ccccc3)nnc2S1 (centres undefined) | -2 | -6 | -1 | -2 | -1.3 | -10 | 2 | -16 | 6 | -6
Cc1n[nH]c(=O)c2c(NC(=O)CSc3nncn3C(C)C)oc(C)c12 | -1 | -12 | 0 | 8 | 0.4 | 5 | . | 7 | . | 0
CC(C)(O)/C=C/C(=O)[C@](C)(O)C1[C@H](O)C[C@@]2(C)C3CC=C4C(C=C(O[C@@H]5O[C@H](CO)[C@@H](O)[C@H](O)[C@H]5O)C(=O)C4(C)C)[C@]3(C)C(=O)C[C@]12C (some centres undefined) | 6 | 8 | . | 8 | -0.4 | 2 | . | 8 | . | -2
NC(=O)c1ccc(-c2nnn(CC(=O)N(C3CCCCC3)C3CCS(=O)(=O)C3)n2)cc1 (centres undefined) | -1 | 2 | 2 | -3 | -0.3 | 2 | . | 2 | . | -6
Cc1cc(C)n2nc(CNS(=O)(=O)c3c(F)c(F)c(F)c(F)c3F)nc2n1 | -2 | 11 | 3 | 10 | 1.1 | 2 | 1 | -12 | 51* | 0
Cc1cccc(CCN2CCN=C2N(C)C)c1 | -2 | -1 | 14 | 3 | -0.3 | -2 | . | 5 | . | 3
Nc1oc2ccc(F)cc2c(=O)c1C=O | 2 | -3 | 3 | 7 | -1.2 | -28 | 2 | -3 | 1 | -5
O=C(NCCNC(=O)c1ccco1)c1cccc(F)c1 | 0 | 5 | -14 | 3 | -0.1 | -8 | 7 | -9 | -14 | -3
Cc1ccc(C)c(C(C)NC(=S)NC2CCCCC2)c1 (centres undefined) | 1 | 16 | -1 | 2 | 1.0 | -8 | -1 | 4 | -2 | .
CN(C)c1ccc(C(=S)Nc2ccccc2)cc1 | 0 | 9 | 15 | -5 | 0.2 | 2 | 1 | 8 | -2 | 6

Some of these compounds in order of formula weight, low to high:
Compound | Anthrax LF inh2 | PrPC surface inh | SSB-PriA inh | MazEF act | BoNT-A LC inh2 | BoNT F protease | 3CLpro inhibitor | CCHF vOTU inh | VHR inh abs | Rv3671c inh
Cc1cccc(CCN2CCN=C2N(C)C)c1 | -2 | -1 | 14 | 3 | -0.3 | -2 | . | 5 | . | 3
O=C(NCCNC(=O)c1ccco1)c1cccc(F)c1 | 0 | 5 | -14 | 3 | -0.1 | -8 | 7 | -9 | -14 | -3
Cc1cc(C)n2nc(CNS(=O)(=O)c3c(F)c(F)c(F)c(F)c3F)nc2n1 | -2 | 11 | 3 | 10 | 1.1 | 2 | 1 | -12 | 51* | 0

Other compounds:
Compound | Anthrax LF inh2 | PrPC surface inh | SSB-PriA inh | MazEF act | BoNT-A LC inh2 | BoNT F protease | 3CLpro inhibitor | CCHF vOTU inh | VHR inh abs | Rv3671c inh
CCN(CC)S(=O)(=O)c1cccc(C(=O)N[C@H](C(=O)NCc2ccccc2F)C(C)C)c1 | ? | 12 | -16 | 6 | ? | 3 | 2 | 5 | 2 | 4
COc1ccc2c(c1)c(C(C)=O)c(C)n2CCc1ccc(OC)c(OC)c1 | 6 | 9 | -2 | 5 | -1.4 | 1 | -1 | 4 | 46 | -1
Cc1nc(N2CCOCC2)nc(Oc2ccccc2F)c1[N+](=O)[O-] | 0 | 10 | 8 | -8 | 1.4 | ? | 9 | -1 | -3 | 1
C=CCOc1ccc(C=Nc2cccc(Cl)c2)c(O)c1 | -1 | -2 | 1 | -4 | -0.4 | -4 | 6 | 5 | 29 | -3
CCOc1ccc(N2C(=O)CC(=O)NC2=O)cc1 | -10 | 0 | -18 | 3 | 3.2 | ? | -1 | 2 | 4 | 4
CC1CCCN(C(=O)Cn2nnc(-c3ccc([N+](=O)[O-])cc3)n2)C1 (centres undefined) | -12 | -28 | . | . | -3.6 | ? | -4 | -1 | 5 | -8
Cc1ccc(C(=O)Nc2ccc(S(=O)(=O)N3CCCC3)cc2)s1 | 0 | 7 | -18 | 5 | -0.1 | -11 | 3 | 15 | 22 | -1
C[C@@H](CSc1ccccc1)CN1CC[C@H](C(C)(C)C)CCC1=O | -8 | 0 | -17 | -3 | -0.2 | 3 | -5 | 21 | 20 | -6
CCCCC1(CC)SCC(=O)NC1=O (centres undefined) | -4 | 8 | 5 | 10 | -0.2 | -4 | . | -1 | . | .
CN1CCN(c2nc(-c3ccccc3O)nc3ccccc23)CC1 | -2 | -2 | 6 | 13 | -3.7 | -18 | -2 | 2 | -12 | -5
O=C(COC(=O)CNC(=O)c1cccc(F)c1)NCCC1=CCCCC1 | -3 | -3 | 5 | -3 | 0.5 | 1 | 3 | 0 | 1 | 9
O=C(O)C/C(=C\c1cc(Cl)c2c(c1)OCO2)c1nc2ccccc2s1 | 4 | -1 | 0 | 6 | 0.4 | 14 | 10 | 11 | 7 | 9
C[C@@H]1O[C@@H](OC[C@H]2O[C@@H](Oc3c(-c4ccc(O)c(O)c4)oc4cc(O)cc(O)c4c3=O)[C@H](O)[C@@H](O)[C@@H]2O)[C@H](O)[C@H](O)[C@H]1O | 2 | 4 | -1 | 4 | -1.4 | -18 | -2 | 3 | 12 | 6
CNC(=S)N1N=C2c3ccccc3CCC2C1c1ccccc1Cl (centres undefined) | 0 | 6 | 7 | 1 | ? | ? | 6 | -22 | 28 | 2
CN1CCC(N(C)c2ncnc3ccc(Br)cc23)CC1 | -6 | 12 | -18 | 11 | 0.7 | -9 | 1 | 26 | -12 | .
O=C(O)/C=C/C(=O)Nc1ccc(-c2ccccc2)cc1 | 0 | 7 | . | . | -0.4 | -7 | 0&2 | -4 | -2&-15 | 1
CC(=O)c1c(C)[nH]c(C(=O)N2CCN(c3cc(Cl)ccc3C)CC2)c1C | -5 | 0 | -4 | 0 | -0.4 | -14 | 3 | -6 | 16 | -3
Cn1c(C(O)c2ccc(Cl)cc2)nc(Cl)c1Cl (centres undefined) | -3 | -7 | -3 | -1 | 0.6 | 1 | -3 | -17 | -6 | 3
COc1ccc(CC(=O)NCC2CCCN(Cc3cccc(SC)c3)C2)cc1 (centres undefined) | -4 | -7 | -7 | -6 | -11 | ? | 1 | -5 | 6 | -2
C=CCOc1ccc(C2C(C(=O)c3cccs3)=C(O)C(=O)N2c2nnc(C)s2)cc1 (centres undefined) | 1 | 1 | -10 | 315* | -1.1 | 170* | -9 | 17 | . | -5
CC1CCCCC1NC(=O)C1CCC(CNc2c(N3CCCCC3)c(=O)c2=O)CC1 (centres undefined) | -2 | -3 | -7 | 11 | -0.4 | 3 | 2 | -3 | 6 | -3
C/C(N)=C(/C#N)C(=O)COC(=O)CCS(=O)(=O)c1ccccc1 | -3 | -2 | -6 | 8 | -0.3 | 16 | 0 | 7 | 6 | 8
CC(C)c1nc2oc3c(=O)[nH]cnc3c2c2c1COC(C)(C)C2 | 1 | -2 | -13 | 2 | -0.3 | -2 | 0 | -2 | -22 | 12
O=C(Nc1ccc([N+](=O)[O-])cc1Br)c1cccnc1 | 1 | -15 | -16 | 2 | 0.1 | -8 | 4 | 4 | -3 | -3
O=C(N/N=C/c1ccco1)c1cc(=O)[nH]c2ccccc12 | -3 | 0 | . | 4 | 0.2 | 1 | 3 | 1 | 6 | 1
CCOC(=O)c1[nH]c(C)c(C(=O)NCCC2=CCCCC2)c1C | 4 | 5 | -2 | -2 | 0.2 | -6 | 1 | -8 | 18 | -2
O=C(Nc1ccccc1)Nc1nnc(-c2ccccc2)o1 | -2 | 2 | -10 | 4 | -0.1 | -9 | -1 | -6 | 9 | -6
CC(C)C[C@H](NC(=O)N1CCN(c2ccccc2)CC1)C(=O)O | -5 | -8 | -10 | 0 | -0.8 | -9 | -5 | 3 | 8 | -9
C=CCn1c(SCc2cccnc2)nnc1-c1ccncc1 | -2 | -3 | -30 | 11 | -0.6 | -6 | 3 | -6 | 15 | 8
O=C(CSc1ncccn1)Nn1cnnc1 | 0 | 2 | -15 | 5 | -0.4 | -2 | -1 | -16 | 29 | -3
O=C(NCCc1ccccc1Cl)c1cc(COc2ccc(F)cc2F)on1 | 0 | . | -57 | 0 | -2.7 | 0 | 3 | . | 18 | -6
O=S(=O)(/N=C(/c1ccccc1)N1CCOCC1)c1ccc(F)cc1F | -4 | -5 | . | 5 | -4.1 | -15 | . | -11 | . | -2
COc1ccccc1-c1nnc(SC(C)C(=O)NCC2CCCO2)n1C (centres undefined) | -1 | -5 | -7 | 3 | -1.6 | -13 | . | -6 | . | .

The list is partial; rates above refer to the full screens.
